BL2 CD40 inh: CD40 pathway inhibition in BL2 cells | BL2 NF-kB luciferase reporter, CD40L-induced, 4 h | inhibition, % at 10 µM | AID 1053188 | 83,000 tested, 0.94% active;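 active = mean inhibition of at least 50% with a set share of replicates also reaching that level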;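 note: 0% = neutral control wells and 100% = IKK inhibitor VII at 50 µM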
An asterisk follows results filed as active; [ ] = dose if it differs, or a comment.

#	SMILES	BL2 CD40 inh
1	C[C@H](CO)N1C[C@H](C)[C@@H](CN(C)S(=O)(=O)c2ccc(Oc3ccccc3)nc2)OCc2cn(nn2)CCCC1=O	-1.4[25 µM]
2	CC(Sc1nnc2ccccn12)C(=O)Nc1ccc(N2CCOCC2)cc1 (stereo not given)	4.7
3	N#C[C@@H]1[C@H](c2ccccc2-c2ccc(F)cc2)[C@H](CO)N1C(=O)Cc1ccccc1	13.7[25 µM]
4	COc1ccc(CCNC(=O)CCc2ccccc2O)cc1OC	-5.7
5	CC(=O)Nc1c(Cl)cc2c(c1Cl)Cc1cc(N)ccc1-2	-41.3
6	COc1ccc(CN2C(=O)NC3(CCCc4ccccc43)C2=O)cc1F (stereo not given)	-2.0
7	C[C@H]1CN([C@@H](C)CO)C(=O)c2cc(-c3ccc(F)cc3)cnc2O[C@H]1CN(C)S(C)(=O)=O	-15.1[25 µM]
8	O=C(NS(=O)(=O)c1ccc(Cl)cc1)c1ccccc1	10.7
9	Nc1ccc2c(c1)C(=O)c1ccc(Cl)cc1-2	-7.2
10	CC(C=Cc1ccccc1)=NNS(=O)(=O)c1ccc([N+](=O)[O-])cc1	-0.2
11	C[C@@H]1CN(C)C(=O)c2cccc(N(C)C)c2O[C@@H]1CN(C)C	5.5
12	O=C(OCc1nnc(-c2ccccc2)o1)c1cccc(S(=O)(=O)N2CCOCC2)c1	9.0
13	CC[N+]1(CC)CC2=Cc3ccccc3CC2C1 (stereo not given)	0.1
14	Cc1nn(CCS(=O)(=O)c2ccc(Cl)cc2)c(C)c1Br	3.8
15	O=C(NC1CCCCCC1)C1c2ccccc2C(=O)N1Cc1cccs1 (stereo not given)	2.7
16	COc1cc2[nH]c(C(=O)NCC3CCCO3)cc2c(OC)c1OC (stereo not given)	6.0
17	COc1cccc(CN2CC(C(=O)N(C)CCc3ccccc3)CCC2=O)c1 (stereo not given)	3.6
18	COc1ccccc1C(=O)NNC(=O)CN(C)S(=O)(=O)c1ccc(Cl)cc1	3.0
19	COc1ccccc1NS(=O)(=O)c1cc(NC(=O)COc2ccccc2)ccc1N1CCOCC1	-7.1
20	CCCC(=O)N1C[C@@H]2[C@H](c3ccccc31)[C@H](CO)N2Cc1cocn1	5.5[25 µM]
21	O=S(=O)(c1ccc(Cl)cc1)N1CCCC1c1nc(-c2cccc(Cl)c2)no1 (stereo not given)	10.2
22	COc1ccc(Nc2nnc(SCC3CCCO3)s2)cc1 (stereo not given)	-63.3
23	CCCS(=O)(=O)NC(=O)C1(C)CCCN(C(=O)c2ccc3ccccc3c2)C1 (stereo not given)	8.2
24	N#C[C@H]1[C@H](c2ccc(-c3cccc(F)c3)cc2)[C@H](CO)N1C(=O)NC1CCCC1	52.0*[25 µM]
25	O=C(NC(=O)c1ccccc1)Nc1ccccn1	108.1*
26	Cc1ccc(S(=O)(=O)CCC(=O)N(C)c2c(N)n(Cc3ccccc3)c(=O)[nH]c2=O)cc1	9.0
27	CC(Oc1ccccc1F)C(=O)NCCN1CCCCC1 (stereo not given)	5.6
28	COc1ccc(Cc2nc3ccc(C(=O)NCc4cc(C)no4)cc3o2)cc1	-43.3
29	CCOC(=O)C1(Cc2ccc(Cl)cc2)CCN(C(=O)CCc2ccncc2)CC1	11.0
30	CC(C)N1CCN(Cc2nc(-c3ccccc3)cs2)CC1CCO (stereo not given)	-8.1
31	CN(C(=O)CSc1nnc(-c2ccc(OC(F)F)cc2)n1N)C1CCS(=O)(=O)C1 (stereo not given)	5.3
32	NS(=O)(=O)c1ccc(CCNC(=O)C(=O)Nc2cc3c4c(c2)CC(=O)N4CCC3)cc1	10.8
33	O=C(N=C1SC2CS(=O)(=O)CC2N1CCc1ccccc1)C1CCCCC1 (stereo not given)	1.6
34	CCCC(=O)Nc1cc(-c2nn(C)c(=O)c3ccccc23)ccc1N1CCCCC1	1.2
35	CO[C@@H]1CN(C)C(=O)c2cc(NC(=O)c3ccc4c(c3)OCO4)ccc2OC[C@H](C)N(CCC(F)(F)F)C[C@H]1C	21.1[25 µM]
36	CC(=O)Nc1ccc(OCc2nnc(-c3ccccc3)o2)cc1	-14.1
37	Cc1ccc(C(=O)c2sc3nc4c(cc3c2N)CCC4)cc1	-38.5
38	CN1CCc2c(sc3c2c(=O)n(-c2ccccc2)c2nncn32)C1	17.1
39	O=C(CCc1nc2ccccc2s1)N1CCN(c2ccccc2)CC1	11.3
40	O=C(c1ccco1)N1CCN(CC(=O)N(C2CCCCC2)C2CCS(=O)(=O)C2)CC1 (stereo not given)	4.7

Gathered by group, the compounds so far containing an NH in an aromatic ring.
#	SMILES	BL2 CD40 inh
16	COc1cc2[nH]c(C(=O)NCC3CCCO3)cc2c(OC)c1OC (stereo not given)	6.0
26	Cc1ccc(S(=O)(=O)CCC(=O)N(C)c2c(N)n(Cc3ccccc3)c(=O)[nH]c2=O)cc1	9.0

The main list resumes, starting 3 compounds before the break.
#	SMILES	BL2 CD40 inh
38	CN1CCc2c(sc3c2c(=O)n(-c2ccccc2)c2nncn32)C1	17.1
39	O=C(CCc1nc2ccccc2s1)N1CCN(c2ccccc2)CC1	11.3
40	O=C(c1ccco1)N1CCN(CC(=O)N(C2CCCCC2)C2CCS(=O)(=O)C2)CC1 (stereo not given)	4.7
41	CC(=O)N(CCC1(C(C)C)CCOC(C)(C)C1)Cc1ccco1 (stereo not given)	15.9
42	NC(=O)c1ccccc1OC1CCC1	11.0
43	CCn1cc(S(=O)(=O)Nc2ccc3c(c2)OCCO3)cn1	75.9*
44	Cc1ccc(S(=O)(=O)NCCC(=O)N2CCC(C(N)=O)CC2)cc1C	25.9
45	Cc1nc(C(C)NC(=O)CCc2nnc(CCCc3ccccc3)o2)c(C)s1 (stereo not given)	-78.0
46	O=C(COC(=O)c1ccc(O)cc1O)Nc1nnc(-c2ccccc2)o1	15.1
47	CCS(=O)(=O)N1CCCCN2[C@H](C1)[C@H](c1ccc(-c3ccccc3F)cc1)[C@@H]2CO	5.5[25 µM]
48	CCOc1ccc(CCNC(=O)COC(=O)c2ccc(F)c(S(=O)(=O)N3CCOCC3)c2)cc1OCC	39.3
49	CC(=O)N1CCN(c2nc(-c3cccs3)nc3ccccc23)CC1	-7.3
50	Cc1c(C(=O)N2CCCc3ccccc32)sc2nc(-c3ccccc3)cn12	-39.6

Some of these compounds in order of the BL2 CD40 inh value, descending.
cpd | SMILES | BL2 CD40 inh
43 | CCn1cc(S(=O)(=O)Nc2ccc3c(c2)OCCO3)cn1 | 75.9*
48 | CCOc1ccc(CCNC(=O)COC(=O)c2ccc(F)c(S(=O)(=O)N3CCOCC3)c2)cc1OCC | 39.3
45 | Cc1nc(C(C)NC(=O)CCc2nnc(CCCc3ccccc3)o2)c(C)s1 (stereo not given) | -78.0

New compounds follow
#	SMILES	BL2 CD40 inh
51	COC(=O)C(C)Nc1cccc(Br)c1 (stereo not given)	7.4
52	COc1ccc(NS(=O)(=O)c2cc(NC(=O)CCNC(C)=O)ccc2N2CCOCC2)cc1	5.2
53	COc1ccc(C#Cc2ccc3c(c2)[C@@H]2[C@@H](CCN2S(=O)(=O)c2ccccc2C)[C@@H](CO)N3)cc1	-12.0[25 µM]
54	NC(=O)c1ccc(NC(=O)CCc2nc3ccccc3s2)cc1	-44.9
55	CCC1(c2ccccc2)NC(=O)N(CC(=O)NNC(=O)CCN2CCN(c3ccccc3)CC2)C1=O (stereo not given)	4.1
56	CC1(NC(=O)Cc2ccc(S(=O)(=O)N3CCOCC3)s2)CCS(=O)(=O)C1 (stereo not given)	10.2
57	Cc1ccsc1C(=O)OCC(=O)c1cc(C)n(CC2CCCO2)c1C (stereo not given)	94.0*
58	Cc1ccc(Sc2ncnc3onc(C)c23)c(C)c1	6.6
59	Cc1nnc(C)c2c(C)n(N)c(C)c12	2.1
60	Cc1nc2c(C(=O)N3CCCC3)cnn2c(C)c1Cc1c(F)cccc1Cl	4.0
61	CC1CCCN(S(=O)(=O)CCNC(=O)c2ccccc2)C1 (stereo not given)	6.4
62	COc1cc2ccccc2cc1C(=O)OCC(=O)N(C)c1c(N)n(Cc2ccccc2)c(=O)[nH]c1=O	-2.3
63	O=C(OCc1cc2ccccc2[nH]c1=O)c1cccnc1	9.5
64	CN(Cc1ccc2nsnc2c1)Cc1nc(Cc2cccc(F)c2)no1	3.8
65	CCN1CCN(c2ccc(S(=O)(=O)N3CCOCC3)cc2NC(=O)c2ccc(Cl)s2)CC1	-8.6
66	COC1CCN(C(=O)CC2C(=O)NCCN2CC2CCCCC2)CC1 (stereo not given)	4.5
67	O=C(O)c1cc(-c2ccncc2)nc2ccc(F)cc12	12.1
68	CCCCNC(=O)COC(=O)c1ccc(SC)cc1OC	-2.5
69	CCCN1C[C@H](C)[C@H](OC)CN(C)C(=O)c2cc(NC(=O)Nc3cccc(F)c3)ccc2OC[C@H]1C	-7.3[25 µM]
70	CN(C)C(=O)c1ccc(-c2ccc3c(c2)[C@H]2[C@H](CCN2C(=O)C2CC2)[C@@H](CO)N3C)cc1	12.5
71	COc1ccc(C(=O)OCC(=O)Nc2ccc3c(c2)OCCO3)c(OC)c1	-4.2
72	O=C(COC(=O)c1cccs1)NCc1ccc2c(c1)OCO2	-21.4
73	CCCN1C[C@H](C)[C@H](OC)CN(C)C(=O)c2ccc(NS(=O)(=O)c3cn(C)cn3)cc2OC[C@@H]1C	6.5[25 µM]
74	Cc1cccc(CC2SC(N3CCN(c4ccccc4)CC3)=NC2=O)c1 (stereo not given)	-5.8
75	Cc1sc(NC(=O)c2ccccc2)c(C(=O)N2CCN(C)CC2)c1C	6.9
76	O=C([C@@H]1[C@@H](CO)[C@@H]2Cn3c(cccc3=O)[C@H]1N2CC1CCCC1)N1CCOCC1	0.7
77	CC(=O)c1c(OC(=O)c2ccccc2)c2ccccc2n1C	5.3
78	COc1ccc(-c2ccc([C@@H]3[C@@H](CO)N(C(=O)c4cccnc4)[C@H]3C#N)cc2)cc1	16.6
79	COc1ccc(NC(=O)Nc2ccc3c(c2)[C@H]2C[C@@H](CC(=O)NC4CCCC4)O[C@@H](CO)[C@H]2O3)cc1	2.5
80	O=c1[nH]c2ccccc2nc1C(Nc1ccccc1)c1ccccc1 (stereo not given)	2.4
81	CCCc1ccc(OCCNC(=O)CC)cc1	-22.2
82	CC(=O)NCCC(=O)Nc1ccc(C)c(F)c1	-0.2
83	C[C@H](CO)N1C[C@H](C)[C@H](CN(C)S(=O)(=O)c2cccs2)Oc2ccc(NC(=O)Nc3cccc4ccccc34)cc2C1=O	5.0[25 µM]
84	O=C1COc2cccnc2N1	2.0
85	CC(C)Nc1ncnc2ccc(Br)cc12	49.0
86	CC(C)NC(=O)N1[C@H](CO)[C@@H]2c3ccccc3N(C)C[C@@H]21	-0.6[25 µM]
87	Oc1c(CN2CCOCC2)cc(CN2CCOCC2)c(O)c1CN1CCOCC1	9.0
88	Cc1cc[n+](CC(=O)c2ccc3c(c2)OCCO3)cc1	-2.4
89	CCc1nnc(NC(=O)CSc2nnc3ncccn23)s1	6.1
90	CC(=O)Nc1ccc2c(c1)CC(=O)N(C)C[C@H](C)[C@@H](CN(C)C(=O)OC(C)(C)C)O2	-30.3
91	Cc1ccc(S(=O)(=O)N[C@H]2C=C[C@H](CC(=O)NCc3ccc(Cl)c(Cl)c3)O[C@H]2CO)cc1	-14.6[25 µM]
92	CN(CCc1ccccn1)S(=O)(=O)c1ccc2c3c(cccc13)C(=O)N2	3.4
93	CCOc1ccc(CCNC(=O)c2cc(S(=O)(=O)N3CCOCC3)ccc2C)cc1OCC	4.0
94	CCCN(CC(=O)Nc1ccc(F)c(F)c1F)C(=O)c1ccc2c(=O)n3c(nc2c1)CCC3	6.8
95	Cc1cc(Br)ccc1NC(=O)CNC(=O)c1ccc(-n2cncn2)c([N+](=O)[O-])c1	13.1
96	CN1C(=O)N(c2cccc3ccccc23)C(n2cncn2)C1(C)C (stereo not given)	1.8
97	O=C(CN(CC1CCCO1)C(=O)CNS(=O)(=O)c1ccccc1)NCc1ccco1 (stereo not given)	-1.1
98	O=C(C1CC1)N1[C@H](CO)[C@@H]2c3ccccc3NC[C@@H]21	10.4
99	COc1ccc2cc(C(=O)C3CCCN(C(=O)c4csnn4)C3)ccc2c1 (stereo not given)	-0.7
100	Cc1cc(C(=O)NCC(C)C)c2ccccc2n1	12.1

Following part.
#	SMILES	BL2 CD40 inh
101	Cc1cc(NC(=O)c2noc3c2CCc2ccccc2-3)no1	-25.7
102	O=C([C@H]1[C@H](CO)[C@H]2Cn3c(cccc3=O)[C@@H]1N2C(=O)c1ccc(F)cc1)N1CCCCC1	-2.9[25 µM]
103	N=C(N)c1ccc(N2CCN(C3CCN(CC(=O)O)CC3)CC2)cc1	2.4[25 µM]
104	C[C@@H]1CN([C@@H](C)CO)C(=O)c2cc(-c3cccc(C#N)c3)cnc2O[C@H]1CN(C)C(=O)C1CCCCC1	-3.9[25 µM]
105	CN(C)CCCNC(=O)[C@@H]1[C@@H](CO)[C@@H]2Cn3c(ccc(-c4ccncc4)c3=O)[C@H]1N2C(=O)CC1CC1	-1.8[25 µM]
106	CCN(Cc1ccccc1)c1c(C(=O)O)cnc2c1cnn2C	-2.8
107	CC(=O)C1=C(O)C(=CC=Cc2ccccc2)OC1=O	-34.0
108	O=C(Nc1ccccc1N1CCCCC1)c1ccc(-c2ccc(Cl)cc2)o1	-2.4
109	Nc1nc2nonc2nc1N	11.6
110	CC(OC(=O)Cc1n[nH]c(=O)c2ccccc12)C(=O)Nc1cc(Cl)cc(Cl)c1 (stereo not given)	20.0
111	CO[C@H]1CN(C)C(=O)c2ccc(NC(=O)C3CCC3)cc2OC[C@@H](C)N(Cc2cccnc2)C[C@H]1C	4.4
112	Cn1cccc1C(=O)OCC(=O)c1cc2ccccc2o1	-107.1
113	O=C(NCC(F)(F)F)[C@@H]1[C@@H](CO)[C@@H]2Cn3c(ccc(-c4cccnc4)c3=O)[C@H]1N2Cc1ccccc1	0.7[25 µM]
114	COC(C(=O)NC1CCCCCCC1)c1ccccc1 (stereo not given)	-4.5
115	O=C(c1cccs1)N1CCN(C/C=C/c2ccccc2)CC1	-5.4

Screens deposited in PubChem BioAssay by Broad Institute.

Only part of the results is shown, so the mix of outcomes need not match the whole.
